Assay outcomes as filed in PubChem BioAssay.
EPAC2 antag = blocks human EPAC2 exchange factor. EPAC2 GEF exchange of Rap1B-BODIPY-GDP, fluorescence. Potency, µM (series often up to 114 µM), for inactives: top-dose activity, negative = inhibition, hits mostly inhibitors. actives 0.18% (n = 360,000); note: potency is the fitted concentration of half-maximal effect; % is set by controls: 0 for no effect and ±100 for the full control effect; nearly all actives have a fitted effect of over 45% in size; many of its hits are not listed in these tables
PTHR1 ag = agonists of human PTHR1 parathyroid hormone receptor | Q03431 | HEK293 GP2 PTHR1 cells, GloSensor cAMP luminescence, 1 h | Potency, µM (top dose mostly 115 µM), for inactives: top-dose activation, most hits filed as activators | actives 0.075% (n = 410,000); note: potency is the fitted concentration of half-maximal effect; nearly all actives have a fitted effect of over 55% in size; some results filed as inactive show a strong effect at the top dose; inactives centre near -15; many of its hits are not listed in these tables
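HEK-293-derived GP2 cells expressing PTHR1 and a GloSensor cAMP reporter, 3,000/well, plated overnight, given luciferin plus IBMX (each 0.5 mM as added) for 1 h at 37 °C, then compound for 1 h at 37 °C. Luminescence was read after 15 min at room temperature.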
D3 ag = activates the human D3 dopamine receptor | P35462 | D3R DiscoveRx beta-arrestin cells, luminescence, 90 min | max activation, % | actives 0.58% (n = 410,000) | AID 652048; in the data active = max activation above about 30%; note: 0% is about no effect; mostly tested at two doses, the higher about 12 µM
Target sequence (P35462 whole entry, looked up): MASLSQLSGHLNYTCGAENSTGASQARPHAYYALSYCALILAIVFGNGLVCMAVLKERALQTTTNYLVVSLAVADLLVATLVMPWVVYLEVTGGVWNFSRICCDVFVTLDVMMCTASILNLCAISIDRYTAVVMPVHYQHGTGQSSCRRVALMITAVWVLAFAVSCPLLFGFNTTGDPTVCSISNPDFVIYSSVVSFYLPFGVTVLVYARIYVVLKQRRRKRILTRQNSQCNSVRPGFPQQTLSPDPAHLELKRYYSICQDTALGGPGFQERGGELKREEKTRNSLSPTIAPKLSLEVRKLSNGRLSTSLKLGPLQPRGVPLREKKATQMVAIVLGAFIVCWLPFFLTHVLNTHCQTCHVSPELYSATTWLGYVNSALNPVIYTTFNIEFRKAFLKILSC
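Cells at 1500/well, incubated overnight, then treated with pinned compounds (dopamine as control) for 90 min at 37 degrees C. DiscoveRx reagent added for 30 - 60 minutes at room temperature; luminescence read.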
EPAC2 ag = activates human EPAC2 exchange factor. Q8WZA2. EPAC2 activation, biochemical qHTS; response scale: 100% = 6.5 mM cAMP response. Potency, µM (titrated, usually from 154 µM), for inactives: at the top dose activation, actives largely listed as activators. actives 0.079% (n = 360,000). AID 720711; note: potency is the fitted concentration of half-maximal effect; nearly all actives have a fitted effect of over 50% in size
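EPAC2 (100 nM) mixed with Rap1B loaded with BODIPY-GDP (250 nM) plus 50 uM unlabeled GDP; compounds pinned in, 5 min RT, then read every 5 min for 30 min (ex 480, em 540 nm). Normalized to cAMP control.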
D3 antag = antagonists of human D3 dopamine receptor; P35462; D3R cells, DiscoveRx beta-arrestin luminescence, antagonist mode; stronger effect = lower value; max response, negative = inhibition, %; actives 2.5% (n = 360,000); AID 652054; in the data active = max response below about -50%; inconclusive = no clear call, values can overlap the other calls; note: % is set by controls: 0 for no effect and ±100 for the full control effect; mostly tested at two doses, the higher about 12 µM
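Cells expressing the human receptor were seeded at 1500 cells/well, incubated overnight at 37 degrees C in 5% CO2, then exposed to library compounds with dopamine controls for 90 minutes at 37 degrees C before luminescent detection.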
CCT modulator = modulators of cytosolic chaperonin (CCT/TRiC) activity; AID 651819; purified chaperonin ATPase assay, HTRF ADP detection, 30 min; activity change, % (no concentration beside the values), hits read low; actives 0.3% (n = 360,000); in the data active = activity change below about -30%; note: % is set by controls: 0 for no effect and ±100 for the full control effect
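TRiC (40 or 20 nM final, by batch activity) in 30 mM Tris pH 7.4, 100 mM KCl, 5 mM MgCl2, 1 mM DTT was treated with compound at 76 uM single dose, then 10 uM ATP, 30 min at 37 °C. ADP was read by HTRF Transcreener.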
MmCpn inh = blocks the Methanococcus maripaludis chaperonin Mm-Cpn; actives 0.031% (n = 330,000); purified Mm-Cpn ATPase, ADP Transcreener TR-FRET; Potency, µM (doses to about 76.9 µM), without a hit: at the top dose activity, negative = inhibition, most hits filed as inhibitors; note: potency is the fitted concentration of half-maximal effect; % is set by controls: 0 for no effect and ±100 for the full control effect; nearly all actives have a fitted effect of over 80% in size
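Inhibition of chaperonin ATP hydrolysis is measured as reduced ADP production, detected by competitive TR-FRET in which signal falls with ADP. Final enzyme 25 nM and ATP 10 uM, reacted 30 min at 37°C.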
pAkt inh = Akt phosphorylation inhibition. activity change, % for hits at 50 µM. Neuro2A IGF-stimulated pAkt S473 HTRF, 20 min; stronger effect = lower value. actives 0.32% (n = 360,000). AID 651550; in the data active = activity change below about -80%; inconclusive = mostly about -51% to -80%; note: % is set by controls: 0 for no effect and ±100 for the full control effect
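Neuro2A cells in DMEM with 0.5% FBS, overnight at 37 deg C, given compound at single 50 µM final, then IGF (6 nM final) for 20 min at 37 deg C. Lysed; phospho-Akt Ser473 by HTRF after 24 h, 665/615 ratio.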
Numbers without * were called inactive; i = inactive; u = inconclusive; x = no result given; & = joins results of further samples; [ ] = remark or other dose. Unless noted, calls come from the whole dose curve; as a rule, active = well fitted curve in the direction sought with a large enough effect; inconclusive = small, poorly fitted or top-dose-only effect, or another doubt; inactive = no such curve, though single readings can be large; an effect the other way counts as inactive or inconclusive. An excerpt, so the mix of outcomes need not match the whole.

Below each SMILES – EPAC2 antag, PTHR1 ag, D3 ag, EPAC2 ag, D3 antag, CCT modulator, MmCpn inh, pAkt inh
Oc1cc2c(cc1O)[C@H]1c3ccc(O)c(O)c3OC[C@@]1(O)C2
→ 0%, i, 8, -12%, -9, 1.9, -5%, i
CCC(NC(C)C)C(O)c1ccc(O)c2[nH]c(=O)ccc12 (centres undefined)
→ -16%, u, 35*, 10%, -7, -1.7, -4%, i
COc1ccc(C[C@H]2COC(=O)[C@@H]2Cc2ccc(OC3OC(CO)C(O)C(O)C3O)c(OC)c2)cc1OC (some centres undefined)
→ 1%, i, 13, 4%, 9, -0.9, 3%, i
COc1ccccc1N1CCN(CCCN=C2CC(=O)N(C)C(=O)N2C)CC1
→ -2%, -37%[inhibitor], -62, -2%, -56*, 0.4, -1%, i
Cc1c(C(=O)O)c(O)cc2c1C(=O)c1c(O)c([C@@H]3O[C@H](CO)[C@@H](O)[C@H](O)[C@H]3O)c(O)c(O)c1C2=O
→ -11%, -21%, -13&-22, 1%, -84*, -4.7, -22%, i
C[N+]1(C)CCC(=C(c2ccccc2)c2ccccc2)CC1
→ 8%, i, -23&3, 5%, -28, 0.1, 1%, i
N[C@@H](Cc1c[nH]c2ccc(O)cc12)C(=O)O
→ 5%, -10%, 10&12, 7%, 1, -0.2, -11%, x
COc1cc([C@@H]2Oc3cc(C4Oc5cc(O)cc(O)c5C(=O)[C@H]4O)ccc3O[C@H]2CO)ccc1O (some centres undefined)
→ 7%, i, -4, 2%, 21, -0.4, -3%, i
CC(C)=CCOc1c2ccoc2cc2oc(=O)ccc12
→ -25%, -60%[inhibitor], -1, 6%, 14, 0.9, -1%, i
Cc1cncn1CCc1nc2c3ccccc3nc(SCC(=O)Nc3cccc(Cl)c3)n2n1
→ 8%, -2%&-25%, -1&-26, 10%, 13, 1.3, -1%, i
COc1ccc(-c2cc(=O)c3c(O)cc(OC4OC(COC5OC(C)C(O)C(O)C5O)C(O)C(O)C4O)cc3o2)cc1O (centres undefined)
→ -1%, -2%, 5, 1%, -11, -2.9, 1%, i
CC1(C)O[C@H]2CC(=O)OC[C@@]23C1CC(=O)[C@]1(C)C3CC[C@@]2(C)[C@H](c3ccoc3)OC(=O)[C@H]3O[C@]321 (some centres undefined)
→ 6%, i, -5, 7%, -4, -3.7, 1%, i
CCc1ccc(CCOc2ccc(CC3SC(=O)NC3=O)cc2)nc1 (centres undefined)
→ -4%, -23%, 23&-24, 7%, 21, 0.5, x, i
COc1ccc(-c2cc(=O)c3c(O)cc(O[C@@H]4O[C@H](CO[C@@H]5O[C@@H](C)[C@H](O)[C@@H](O)[C@H]5O)[C@@H](O)[C@H](O)[C@H]4O)cc3o2)cc1O
→ 5%, -17%, -10&4, 0%, 4, 0.7, 3%, i
O=c1oc2c(O)c(O)cc3c(=O)oc4c(O)c(O)cc1c4c23
→ 32%[activator], i, 22&11, 14%, 0, -1.2, 0%, i

Continued (five carried over from the part before).
Below each SMILES – EPAC2 antag, PTHR1 ag, D3 ag, EPAC2 ag, D3 antag, CCT modulator, MmCpn inh, pAkt inh
COc1ccc(-c2cc(=O)c3c(O)cc(OC4OC(COC5OC(C)C(O)C(O)C5O)C(O)C(O)C4O)cc3o2)cc1O (centres undefined)
→ -1%, -2%, 5, 1%, -11, -2.9, 1%, i
CC1(C)O[C@H]2CC(=O)OC[C@@]23C1CC(=O)[C@]1(C)C3CC[C@@]2(C)[C@H](c3ccoc3)OC(=O)[C@H]3O[C@]321 (some centres undefined)
→ 6%, i, -5, 7%, -4, -3.7, 1%, i
CCc1ccc(CCOc2ccc(CC3SC(=O)NC3=O)cc2)nc1 (centres undefined)
→ -4%, -23%, 23&-24, 7%, 21, 0.5, x, i
COc1ccc(-c2cc(=O)c3c(O)cc(O[C@@H]4O[C@H](CO[C@@H]5O[C@@H](C)[C@H](O)[C@@H](O)[C@H]5O)[C@@H](O)[C@H](O)[C@H]4O)cc3o2)cc1O
→ 5%, -17%, -10&4, 0%, 4, 0.7, 3%, i
O=c1oc2c(O)c(O)cc3c(=O)oc4c(O)c(O)cc1c4c23
→ 32%[activator], i, 22&11, 14%, 0, -1.2, 0%, i
CCCCCC(=O)O[C@]1(C(C)=O)CC[C@H]2[C@@H]3CCC4=CC(=O)CC[C@]4(C)[C@H]3CC[C@@]21C
→ -18%, -15%, 9&8, 2%, 3, -0.3, 2%[15.4 µM], i
NOCC(=O)O
→ -8%, -14%, 0, -2%, 4, -2.5, 2%, i
CCOC(=O)[C@H](CCc1ccccc1)N[C@@H](C)C(=O)N1Cc2ccccc2C[C@H]1C(=O)O
→ 17%, -1%, -4&7, 9%, -16, -2.4, x, i
Cc1cccc2c1NC(=O)C2(c1ccc(O)cc1)c1ccc(O)cc1
→ -63%, i, 0, 0%[15.6 µM], u, -0.3, 0%, x
Cc1ccc(=O)n(-c2ccccc2)c1
→ -1%, -18%, -10&10, 3%, -6, -0.8, x, i
CN1CCCN=C1COC(=O)C(O)(c1ccccc1)C1CCCCC1 (centres undefined)
→ 5%, -13%, -8&-15, -4%, -1, -1.4, -2%[15.4 µM], i
NC1CCN(c2nc3c(cc2F)c(=O)c(C(=O)O)cn3-c2ccc(F)cc2F)C1 (centres undefined)
→ 8%, -2%, -21&-20, 9%, -27, -3.4, x, i
C=CC[n+]1ccc(/C=C2\C=Cc3cc(C)ccc3N2CC)c2ccccc21
→ -22%, -94%[inhibitor], -2, 0%, -22, -1.8, -2%, i
COc1cc(-c2oc3cc(O)cc(O)c3c(=O)c2O[C@@H]2O[C@H](COC3O[C@@H](C)[C@H](O)[C@@H](O)[C@H]3O)[C@@H](O)[C@H](O)[C@H]2O)ccc1O (some centres undefined)
→ 12%, i, -31, 1%, 0, 0.9, 0%, i
O=C(O)c1cccnc1Nc1cccc(C(F)(F)F)c1
→ -19%, -19%, 2&-4, -9%, 2, -1.9, -2%[15.4 µM], i
C1COC(NC(C2CC2)C2CC2)=N1
→ 0%, i, 2&3, 0%, 14, 0.1, -1%[15.4 µM], i
CC(=O)Nc1ccc(CC(=O)O)cc1
→ 13%, -22%, 7&2, 3%, 46, -0.6, 0%, i
C/C=C/C(=O)N(CC)c1ccccc1C
→ -10%, -7%, 20&0, 6%, 7, -0.6, 0%&-2%, i
CCN(CC)CCOC(=O)c1ccc(N)cc1
→ 18%, i, 0&-1, -1%, 14, -1.4, 0%, i
C/C=C(/C)C(=O)OC(C)(C)[C@@H]1Cc2c(ccc3ccc(=O)oc23)O1
→ u, -52%[inhibitor], -106, 18%, -154*, -1.1, -2%, i
CC12CCC(=O)C=C1CCC1C2CCC2(C)C1CCC2(O)C(=O)CO (centres undefined)
→ 0%, -8%, -3, 7%, -11, -1.9, x, i
Nc1nc(O)c(N=Nc2ccc(S(N)(=O)=O)cc2)c(=O)[nH]1
→ 8%, -18%, 6, 4%, -15, -4.9, 0%, i
COc1ccc(C2CNC(=O)C2)cc1OC1CCCC1 (centres undefined)
→ 0%, -7%, 8&-7, -2%, -8, -1.4, 2%&4%&2%, i
CCCCNc1ccc(C(=O)OCCN(C)C)cc1
→ 4%, i, 0&-23, -3%, -23, -1.6, 4%[15.4 µM], i
Oc1ccc2c(c1)OCC1(O)Cc3cc(O)c(O)cc3C21 (centres undefined)
→ -7%, -30%[inhibitor], -7, 5%, 7, -5.3, x, i
COC(=O)C1=CO[C@@H](O[C@@H]2O[C@H](CO)[C@@H](O)[C@H](O)[C@H]2O)C2C1C[C@H](O)[C@@H]2C (some centres undefined)
→ -5%, -24%, 5, 7%, 9, 0.7, u, i

Whole records, looked up by structure. Values in the order: EPAC2 antag	PTHR1 ag	D3 ag	EPAC2 ag	D3 antag	CCT modulator	MmCpn inh	pAkt inh
Nc1nc(O)c(N=Nc2ccc(S(N)(=O)=O)cc2)c(=O)[nH]1 reads 8%	-18%	6	4%	-15	-4.9	0%	i
COC(=O)C1=CO[C@@H](O[C@@H]2O[C@H](CO)[C@@H](O)[C@H](O)[C@H]2O)C2C1C[C@H](O)[C@@H]2C (some centres undefined) reads -5%	-24%	5	7%	9	0.7	u	i
CCCCNc1ccc(C(=O)OCCN(C)C)cc1 reads 4%	i	0&-23	-3%	-23	-1.6	4%[15.4 µM]	i
CC12CCC(=O)C=C1CCC1C2CCC2(C)C1CCC2(O)C(=O)CO (centres undefined) reads 0%	-8%	-3	7%	-11	-1.9	x	i
